GPR35 arrestin U2OS – GPR35 antagonists blocking zaprinast-driven arrestin recruitment, primary screen, imaging, U2OS, beta-arrestin-GFP, zaprinast agonist (AID 2058). U2OS GPR35 beta-arrestin-GFP translocation imaging, zaprinast antagonism; higher % means a stronger effect. inhibition, % at 10 µM, or IC50 in µM where a hit was titrated. 290,000 tested, 0.052% active;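 active = inhibition of at least 50% with at least 30 cells and total cytoplasm GFP at most 10,000,000; inconclusive = under 30 cells or total GFP of 10,000,000 plus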
Dengue-2 NS5 capping – Dengue-2 NS5 methyltransferase inhibitors, primary screen, biochemical, confirmation dose response (AID 588689); Dengue-2 NS5 methyltransferase capping enzyme assay, biochemical; higher % means a stronger effect; 340,000 tested, 0.3% active; inhibition, % at 25 µM; hits with a dose series show IC50 in µM; in the data active = a potency from the dose series; inconclusive = inhibition above about 29% without an active follow-up result
NTR1 agonist – agonists of NTR1, primary screen, imaging, U2OS cells, beta-arrestin-GFP, high content (AID 493036); 330,000 tested, 0.17% active; P30989; activation, % at 20 µM; NTR1-U2OS beta-arrestin-GFP spot imaging, agonist mode;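 active = activation at or above 40% of the spot to cytoplasm intensity ratio, with at least 20 cells analyzed; inconclusive = wells under 20 cells, flagged as cytotoxic or low count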;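 note: 0% = DMSO without peptide and 100% = 100 nM NTR1 peptide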
Target sequence (P30989 whole entry, looked up): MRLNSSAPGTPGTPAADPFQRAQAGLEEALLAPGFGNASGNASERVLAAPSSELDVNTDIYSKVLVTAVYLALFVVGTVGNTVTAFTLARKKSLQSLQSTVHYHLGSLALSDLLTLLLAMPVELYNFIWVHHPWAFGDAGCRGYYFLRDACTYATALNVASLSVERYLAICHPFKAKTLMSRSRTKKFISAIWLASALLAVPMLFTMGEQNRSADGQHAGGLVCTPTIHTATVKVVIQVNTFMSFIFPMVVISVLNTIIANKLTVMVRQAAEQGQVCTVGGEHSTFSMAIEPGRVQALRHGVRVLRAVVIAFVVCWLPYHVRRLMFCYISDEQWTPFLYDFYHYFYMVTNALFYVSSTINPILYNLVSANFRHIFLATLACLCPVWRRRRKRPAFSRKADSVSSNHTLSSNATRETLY
Yfh1-depleted yeast – enhancers of respiration in Yfh1-depleted yeast, dose response, Friedreich's ataxia, plus single-dose screen (AID 1465). fold induction at 50 µM, or EC50 in µM where a hit was titrated. S. cerevisiae Yfh1-off respiration, WST-1 reduction, 72 h; higher fold induction means a stronger effect. 220,000 tested, 0.074% active;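 active = fold induction of absorbance versus untreated yeast above a set limit, then at least 30% activation at any dose in follow-up; inconclusive = repeats straddling the limit, or above it without dose testing; inactive = fold induction below the set limit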;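 note: activators that raise dye reduction in frataxin-depleted yeast; strong numbers were not always called active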
GPR55 activation – selective activators of receptor GPR55 – imaging, U2OS cells, beta-arrestin-GFP redistribution, primary screen (AID 1961) | 290,000 tested, 0.048% active | U2OS GPR55 beta-arrestin-GFP redistribution imaging; higher % means a stronger effect | activation, % at 10 µM, or EC50 in µM where a hit was titrated;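 active = activation above 40% with more than 50 cells counted in the well; inconclusive = wells holding fewer than 50 cells, flagged as toxic or sparse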;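 note: U2OS osteosarcoma cells stably expressing GPR55 and beta-arrestin-GFP; plate controls were DMSO negative control for no effect and LPI positive control for full effect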
Rac1 GTP hydrolysis – MgcRacGAP GTPase-activating activity inhibitors, confirmation, biochemical, ADP Hunter fluorescence | AID 624330 | MgcRacGAP-stimulated Rac1 GTP hydrolysis, ADP Hunter fluorescence; higher % means a stronger effect; GST-tagged Rac1 F28L mutant substrate | inhibition, % at 30 µM; hits with a dose series show IC50 in µM | 340,000 tested, 0.6% active;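 active = first-screen hits whose inhibition reached a set limit at any dose in the follow-up dose series; inconclusive = inhibition above the set first-screen limit but never retested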;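 note: fluorescence reports GDP produced by GAP-driven GTP hydrolysis; strong numbers were not always called active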
GPR55 LPI antagonism – GPR55 antagonists blocking LPI-driven arrestin recruitment, primary screen, imaging, U2OS, beta-arrestin-GFP, LPI agonist (AID 2013); 290,000 tested, 0.13% active; one-dose inhibition, % at 10 µM; IC50 in µM for titrated hits; U2OS GPR55 beta-arrestin-GFP translocation imaging, LPI antagonism; higher % means a stronger effect;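 active = spots per cell inhibited over 60%, with over 100 cells counted and total cytoplasm intensity under 500,000; inconclusive = wells with under 100 cells, flagged as likely toxic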;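 note: U2OS cells stably carrying GPR55 and arrestin-GFP stimulated by 5 µM LPI near EC80; imaged beta-arrestin-GFP aggregate spots per cell after agonist stimulation; plate controls were LPI-stimulated DMSO wells for no effect and DMSO wells without LPI for full effect; some results filed as inactive read as strong as hits; confirmed hits need IC50 under 10 µM and bright autofluorescent wells are also inconclusive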
SV40 large T antigen – SV40 large T antigen inhibitors, biochemical (AID 1903); SV40 large T antigen ATPase/helicase inhibition assay; higher % means a stronger effect; inhibition, % at 20 µM; hits with a dose series show IC50 in µM; 310,000 tested, 0.39% active; in the data active = a potency from the dose series; inconclusive = inhibition mostly from about 32% at the one dose, without a potency; inactive = the rest, 99 in 100 with inhibition below about 32%; note: strong numbers were not always called active
AID2073 – disruptors of CaV2.2 binding to Mint1 – biochemical, HTRF (AID 2073). one-dose inhibition, % at 20 µM; IC50 in µM for titrated hits. HTRF protein-protein interaction, Mint1-CaV2.2; higher % means a stronger effect. 290,000 tested, 0.19% active; in the data active = inhibition mostly above about 51%, no sharp cut-off; inconclusive = no clear call, values can overlap the other calls; inactive = mostly below about 53%; note: some results filed as inactive read as strong as hits
NTR1 agonist cell count 20 µM – also measured in NTR1 agonist; calls as there; cell count; measured here: cell count, cytotoxicity flag
Dengue-2 NS5 capping pilot replicate – also measured in Dengue-2 NS5 capping; calls as there; inhibition, %; measured here: pilot screen replicate inhibition
* = called active by the depositor; i = inactive; ? = inconclusive; nt = not tested or not shown.

SMILES | GPR35 arrestin U2OS | Dengue-2 NS5 capping | NTR1 agonist | NTR1 agonist cell count 20 µM | Yfh1-depleted yeast | GPR55 activation | Rac1 GTP hydrolysis | GPR55 LPI antagonism | SV40 large T antigen | AID2073 | others
C/C(=N/NS(=O)(=O)c1cc(C)ccc1C)c1ccc2c(c1)OCO2 | 4.6% | -3.2% | -0.2 | 55 | nt | 0.2% | 0.1% | 4.3% | 11.1% | 10.9%
CC(=O)Nc1ccc(S(=O)(=O)N2CC(=O)NC(=O)C2)cc1 | 8.1% | -1.9% | 2.0 | 51 | nt | -0.2% | 1.5% | -0.9% | 30.8% | -2.1%
COc1ccc(-n2nc(C(=O)NCC(=O)N3CCN(c4cccc(Cl)c4)CC3)c3ccccc3c2=O)c(OC)c1 | 8.1% | 4.5% | -0.3 | 38 | nt | 0.2% | 3.6% | 2.7% | 3.2% | 19.6%
Cc1oc(CSCCSCc2cc(C(=O)O)c(C)o2)cc1C(=O)O | 0.9% | 2.3% | -0.1 | 52 | nt | 0.2% | -1.5% | -5.8% | 5.3% | -0.7%
CC(=O)Oc1cccc(N2C(=O)c3ccc(C(=O)O)cc3C2=O)c1 | 3.1% | 8.9% | -1.8 | 76 | i | -0.2% | -5.8% | 0.9% | 6.2% | 10.9%
O=C(Nc1cccc(Cl)c1)NC1CCCCC1 | 12.3% | -8.4% | -4.3 | 104 | i | -0.1% | 9.3% | 25.3% | 4.7% | 5.5%
CCc1ccc(C(=O)NC(=S)Nc2ccc(N3CCOCC3)cc2)cc1 | -3.9% | 10.6% | 4.2 | 62 | i | -0.1% | 7.6% | 4.3% | 27.8% | -1.0%
COc1ccccc1N1CCN(C(=O)C(C)NC(=O)c2cccc([N+](=O)[O-])c2)CC1 (stereo unspecified) | 13.1% | 0.0% | -1.4 | 31 | nt | 0.2% | 6.2% | -8.3% | 4.2% | 6.6%
COC(=O)c1ccc(CN(C)S(=O)(=O)c2cccs2)cc1 | 10.5% | -6.6% | 2.0 | 50 | nt | 0.6% | 4.8% | 3.4% | -0.7% | 0.8%
CCC(C)C(=O)NCCc1ccc(S(N)(=O)=O)cc1 (stereo unspecified) | -1.7% | -3.7% | 1.0 | 46 | i | -0.4% | -1.8% | -4.8% | 1.4% | -6.7%
Cc1nc2ccccc2n1C1CCN(CC(=O)NCc2ccc(F)cc2)CC1 | 4.8% | -1.4% | 0.7 | 47 | i | 0.0% | 2.7% | 5.6% | -1.1% | -1.0%
Cc1cccc(CCNC(=O)COc2cc(=O)n(C)c3ccccc23)c1 | 2.9% | 2.8% | 1.9 | 103 | i | -0.5% | 4.9% | 5.0% | 5.7% | 3.0%
COc1cc(NC(=O)c2ccc3c(c2)OCCO3)ccc1NC(=O)c1cccs1 | 7.2% | -1.5% | 0.9 | 63 | i | -0.1% | 5.2% | 9.0% | 7.7% | 2.5%
C=C(C)C(=O)Nc1cccc(C2=NOC3(C2)C[C@H](C(N)=O)N(C(=O)CC#N)C3)c1 (stereo partly specified) | -2.7% | nt | -5.0 | 52 | i | 1.0% | nt | -8.8% | 7.7% | 20.8%
Cc1ccc(S(=O)(=O)Nc2ccc3c(c2)C(=O)NC3=O)cc1[N+](=O)[O-] | 5.6% | -3.2% | -1.1 | 56 | nt | 0.0% | 6.5% | 19.9% | 7.7% | 13.9%
COc1ccc(C(=O)/C=C/c2cn(CN3CCN(C)CC3)c3ccccc23)cc1 | -12.3% | -5.6% | 20.7 | 71 | nt | 0.2% | 8.1% | 20.0% | -3.0% | 6.1%
N#Cc1cc(-c2ccccc2)cnc1Sc1ccc(Cl)cc1 | -4.5% | -11.0% | 3.4 | 92 | i | -0.1% | 4.5% | -0.7% | -4.4% | 13.8% | Dengue-2 NS5 capping pilot replicate=-3.0
CSCCC(NC(=O)c1cccc(C)c1)C(=O)OCN1C(=O)c2ccccc2C1=O (stereo unspecified) | nt | 0.0% | 0.2 | 64 | nt | nt | 3.5% | nt | 11.1% | nt
Cn1c(=O)oc2cc(S(=O)(=O)N3CCCC(C(=O)N4CCc5ccccc5C4)C3)ccc21 (stereo unspecified) | -10.3% | 2.8% | 0.9 | 73 | i | -0.1% | 12.2% | -1.3% | 1.3% | 2.5%
CCOCCn1c(CN2CCOCC2)nc2c1c(=O)[nH]c(=O)n2C | -4.9% | -4.8% | -1.4 | 72 | i | 0.3% | -3.1% | 3.7% | 2.4% | 5.0%
CCN1CCN(C(=O)CCc2nnc(CCc3ccc(OC)cc3)o2)[C@@H](C)C1=O | 4.5% | -6.5% | 2.0 | 49 | nt | 0.3% | 7.7% | 4.2% | 9.8% | 15.1%
O=C(COC(=O)C1CCN(S(=O)(=O)c2ccc3c(c2)OCCO3)CC1)Nc1cc(C(F)(F)F)ccc1Cl | 1.0% | -8.8% | -0.1 | 43 | i | 0.9% | 9.7% | 1.0% | -8.6% | ?
CCCCn1c(SCC(=O)Nc2cccc(OC)c2)nc2ccc(N3CCOCC3)cc2c1=O | -5.8% | 0.7% | 4.4 | 84 | i | 0.3% | 11.1% | -5.0% | 24.4% | 11.9%
COc1ccccc1/C=C/C(=O)OCC(=O)Nc1ccc(Cl)cn1 | 9.8% | -8.7% | -1.9 | 47 | i | -0.1% | 11.9% | 2.7% | 12.1% | 44.0%
N#CCC(=O)Nc1cc(C(F)(F)F)ccc1N1CCOCC1 | -12.6% | 4.4% | 1.4 | 66 | i | 0.2% | -6.7% | 10.2% | 6.1% | 8.3%

Brought forward from above: 2 compounds, then new ones.
SMILES | GPR35 arrestin U2OS | Dengue-2 NS5 capping | NTR1 agonist | NTR1 agonist cell count 20 µM | Yfh1-depleted yeast | GPR55 activation | Rac1 GTP hydrolysis | GPR55 LPI antagonism | SV40 large T antigen | AID2073 | others
COc1ccccc1/C=C/C(=O)OCC(=O)Nc1ccc(Cl)cn1 | 9.8% | -8.7% | -1.9 | 47 | i | -0.1% | 11.9% | 2.7% | 12.1% | 44.0%
N#CCC(=O)Nc1cc(C(F)(F)F)ccc1N1CCOCC1 | -12.6% | 4.4% | 1.4 | 66 | i | 0.2% | -6.7% | 10.2% | 6.1% | 8.3%
Cc1ccc(C(=O)Nc2c(C)cc(-c3ccc(Cl)cc3)oc2=O)cc1 | 7.3% | -13.0% | -0.3 | 41 | i | -0.1% | 2.2% | 24.7% | -1.4% | 17.5%
Cc1ccc(OCC(=O)N2CCc3ccccc3C2)c([N+](=O)[O-])n1 | -2.5% | -7.0% | 0.2 | 34 | i | -0.2% | -7.3% | 10.2% | 4.9% | 12.7%
CC12CN3CC(C)(CN(C1)C3c1ccc(Br)cc1)C2=O (stereo unspecified) | 19.1% | 0.0% | 2.2 | 58 | i | 0.5% | -0.4% | 9.2% | 17.2% | 9.8%
CN(C)c1cncc(C(=O)O)c1 | 13.1% | -4.5% | -0.2 | 80 | i | -0.4% | 6.5% | -12.3% | 9.4% | 16.2%
COc1ccc(F)cc1C(=O)C1CCCN(Cc2cccn2-c2ccccn2)C1 (stereo unspecified) | -3.7% | -4.4% | 0.4 | 86 | i | 8.93µM* | 3.5% | 9.7% | 6.0% | -1.3%
COc1ccc(C(=O)C2CCCN(C(=O)C3CCOCC3)C2)c(C)c1 (stereo unspecified) | -4.9% | -2.7% | 0.9 | 82 | i | 0.2% | 7.2% | 7.2% | 7.0% | 2.8%
CCC(C)(C)n1nnnc1C(c1cccnc1)N1CCCc2ccccc21 (stereo unspecified) | 11.1% | -0.7% | 0.4 | 51 | i | 0.0% | 2.7% | 4.5% | 10.9% | -0.9%
COc1ccc(-c2c(C#N)c(N)nc3c2CCCC3)cc1OC | nt | 4.8% | 0.2 | 91 | i | nt | 3.5% | nt | nt | nt
CCCC1(CCC)NC(=O)N(CC(=O)Nc2ccccc2OC)C1=O | -15.6% | 0.8% | -0.5 | 87 | i | -0.1% | 10.3% | -10.0% | 3.1% | -0.8%
COc1ccc(/C=N/NC(=O)CN2CCCc3ccccc32)c(OC)c1 | 6.4% | -7.9% | 0.7 | 67 | i | 0.0% | 11.5% | 7.9% | 8.5% | 1.3%
O=C(/C=C\Nc1cccc(F)c1)c1ccc2c(c1)OCO2 | -5.6% | -3.2% | 2.2 | 74 | i | -0.2% | 15.7% | 6.5% | 16.9% | 2.4%
NS(=O)(=O)c1cccnc1Nc1cccc(C(F)(F)F)c1 | -6.5% | -4.2% | -0.7 | 63 | i | 0.0% | -3.0% | 1.4% | 14.4% | 6.4%
COc1ccc(N2C(S)=C(C#N)C(=O)NC2c2ccc(OC)c(OC)c2)cc1 (stereo unspecified) | 0.3% | 9.3% | 0.5 | 57 | i | 0.2% | 29.0% | 5.2% | nt | 36.5%
CN(CC1CCCN(CCc2ccc(Cl)cc2)C1)C(=O)c1ccco1 (stereo unspecified) | 3.9% | 0.7% | -0.5 | 61 | nt | -0.1% | 8.6% | 11.2% | 0.3% | 8.0%
CC(C)CNC(=O)c1cccc(NC(=O)COc2ccc([N+](=O)[O-])cc2)c1 | 9.3% | nt | 0.4 | 93 | i | -0.2% | 1.3% | 2.7% | 5.9% | 13.5%
Cc1ccc(C(=O)CN(C(=O)c2ccc(Cl)c(Cl)c2)N2C(=O)C3C4C=CC(C4)C3C2=O)cc1 (stereo unspecified) | 3.2% | -7.5% | 9.7 | 48 | i | -0.2% | 1.8% | 1.5% | 7.8% | -1.6%
O=C(CSc1ccccn1)N1CCCC(Nc2ccccc2)C1 (stereo unspecified) | -5.2% | -8.0% | 1.2 | 62 | nt | -0.2% | 16.3% | -3.9% | nt | 31.7%
COc1cccc(NC(=S)N(CCN2CCCCC2)Cc2ccco2)c1 | 3.0% | -1.5% | 0.0 | 36 | i | -0.2% | 4.3% | 16.5% | 2.3% | -15.0%
COc1ccc(C2C(C#N)=C(N)N(c3ccccc3)C3=C2C(=O)CCC3)cc1Cn1cc([N+](=O)[O-])cn1 (stereo unspecified) | -11.7% | 0.4% | 2.7 | 50 | i | -0.2% | 9.3% | 14.0% | 16.6% | 36.1%

Compound activity from PubChem.
